Source: PubChem BioAssay
NOD1 inhibition: inhibition of NOD1-driven NF-kB reporter – cell-based, luminescence, uHTS, primary screen (AID 1578) | NOD1-driven NF-kB luciferase reporter cells, luminescence; higher % means a stronger effect | one-dose inhibition, % at 4 µM; EC50 in µM for titrated hits | actives 1% (n = 290,000); in the data active means inhibition mostly above about 36%, no sharp cut-off; inactive means mostly below about 34%;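 further: HEK-293T reporter cells stimulated with the NOD1 agonist gamma-tri-DAP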
HEK293 NOD2/NF-kB: NOD2 signaling inhibitors, cell-based, luminescence, uHTS, HEK293 (AID 1566); inhibition, % at 4 µM; hits with a dose series show EC50 in µM; actives 0.63% (n = 290,000); HEK293 NOD2/NF-kB luciferase reporter, luminescence; higher % means a stronger effect; further: many of its hits are not listed in these tables
Myeloid diff 2: compounds promoting myeloid differentiation; ER-HoxA9 myeloid progenitors, lysozyme-GFP differentiation, flow cytometry; calls only at 10 µM; actives 1% (n = 360,000);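 active means normalized GFP-positive differentiation at or above the plate's own cutoff, the solvent-only control mean plus 3 SD; inconclusive means no clear call, values can overlap the other calls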;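 further: cells exposed to compound for four days before flow analysis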
HIV peptide binding: cell-free HIV fusion peptide-binding blockers – biochemical, uHTS, fluorescence dequenching, primary screen (AID 1986); cell-free peptide binding, fluorescence dequenching, 30 min; higher % means a stronger effect; inhibition, % at 20 µM, or IC50 in µM where a hit was titrated; actives 0.3% (n = 290,000); in the data active means inhibition mostly above about 52%, no sharp cut-off; inactive means mostly below about 76%; further: some results filed as inactive read as strong as hits
KOR beta-arrestin-1: KOR antagonists, beta-arrestin recruitment, cell-based, luminescence, uHTS (AID 1778). actives 0.091% (n = 290,000). KOR beta-arrestin recruitment, luminescence, antagonist mode; higher % means a stronger effect. inhibition, % at 10 µM; hits with a dose series show IC50 in µM; further: strong numbers were not always called active
Salmonella PhoP GFP: PhoP-dependent GFP reporter repression – Salmonella Typhimurium, primary screen (AID 1863); S. Typhimurium PhoP-regulated promoter GFP reporter, 4 h; higher % means a stronger effect; inhibition, % at 50 µM; hits with a dose series show IC50 in µM; actives 0.16% (n = 300,000);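 active means inhibition over 29.93%, a cutoff 3 SD above the screen mean, later confirmed by dose response; inconclusive means inhibition over 29.93% but no dose response follow-up; inactive means inhibition at most 29.93% or unconfirmed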;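 further: 0% = low Mg2+ inducing control and 100% = high Mg2+ repressing control; strong numbers were not always called active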
KOR beta-arrestin-2: KOR agonists, beta-arrestin recruitment, primary screen, cell-based, luminescence, uHTS (AID 1777); KOR beta-arrestin recruitment, luminescence; higher % means a stronger effect; one-dose activation, % at 10 µM; EC50 in µM for titrated hits; actives 0.02% (n = 280,000); in the data active means activation above about 50%, passing the limit was not always enough; further: a part of the inactive calls stands beside numbers as strong as those of hits
SIAH1 antagonists: Siah-1 peptide-binding antagonists, primary screen, biochemical, fluorescence polarization, rhodamine-plectin, uHTS (AID 1817) | Siah-1 / rhodamine-plectin peptide fluorescence polarization; higher % means a stronger effect | displacement, % at 20 µM, or IC50 in µM where a hit was titrated | actives 0.02% (n = 290,000);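 active means displacement of at least 50% at 20 µM, with a fluorescence ratio check between 0.3 and a set limit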;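 further: plate controls were Siah plus tracer with DMSO for no effect and tracer alone without Siah for full effect; strong numbers were not always called active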
LYP inhibition: inhibitors of LYP phosphatase, biochemical, fluorescence intensity, uHTS (AID 1779); actives 0.054% (n = 290,000); recombinant LYP phosphatase, fluorescence intensity; higher % means a stronger effect; one-dose inhibition, % at 11.5 µM; IC50 in µM for titrated hits;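 further: plate controls were vehicle with enzyme for no effect and no enzyme for full effect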
Myeloid diff 2 GFP+ MAC1+ %: recorded beside Myeloid diff 2, whose call it bears; GFP+ MAC1+ double positive, %; measured here: differentiation confirmed by MAC1 staining
* hit, by the source's call; i = inactive; ? = inconclusive; / = no result given; [ ] = remark or other dose. Unless noted, no stated cut-off is given here; in the data, active means inhibition above about 50%; inactive means the rest. Only part of the results is shown; count on the stated rates, not on these rows.

SMILES	NOD1 inhibition	HEK293 NOD2/NF-kB	Myeloid diff 2	Myeloid diff 2 GFP+ MAC1+ %	HIV peptide binding	KOR beta-arrestin-1	Salmonella PhoP GFP	KOR beta-arrestin-2	SIAH1 antagonists	LYP inhibition
COc1ccc(NC(=O)C(Cl)=C(Cl)Cl)cn1	31%	-25%	?	/	0.8%	8%	11%	1.1%	5%	-2%
CCC(C)NC(=O)[C@H]1N2C(=O)c3c(ccc(OC)c3OC)C2SC1(C)C (stereo not given in full)	-13%	1%	i	0.9	-0.1%	15%	-2%	0.9%	8%	-3%
COC(=O)c1cn(C(=O)c2cccs2)c2ccccc12	-21%	-7%	i	2.5	-1.7%	-21%	20%	-3.1%	-6%	-2%
O=C(CSc1nc(N2CCOCC2)nc(N2CCOCC2)n1)Nc1cccc(C(F)(F)F)c1	-24%	2%	i	1.1	2.5%	8%	5%	-0.1%	9%	-10%
CCOc1cc(C(=O)OC(C)C(=O)Nc2ccc(NC(C)=O)cc2)ccc1OCC(=O)N1CCCCC1 (stereo not given)	-26%	4%	i	2.0	0.0%	7%	-4%	-5.0%	-2%	-10%
O=C(COc1ccc(Br)cc1)OCCN1CCCCC1	-20%	-2%	i	0.7	0.6%	11%	-3%	-1.1%	2%	-3%
COc1ccccc1C(=O)Nc1nnc(-c2ccc(F)cc2)s1	3%	25%	/	/	-0.8%	13%	-6%	-1.2%	14%	-5%
COc1cccc(CC(=O)N2CCC(n3nccc3NC(=O)C3CC3)CC2)c1	-24%	-5%	i	0.6	1.5%	8%	-2%	-7.1%	0%	-7%
Cc1ccc(C(=O)CC2(O)C(=O)N(C)c3ccc(Br)cc32)c(C)c1 (stereo not given)	-16%	2%	i	3.8	-0.4%	-71%	2%	0.7%	-2%	0%
O=c1c(Cl)c(O)c2cccc3c4ccccc4n1c23	-2%	17%	i	0.2	22%	18%	-5%	-2.3%	-3%	-3%
C/C(N)=C(/C#N)C(=O)COC(=O)c1cc(-c2ccccc2)nc2ccc(Br)cc12	-2%	4%	/	/	-1.4%	-181%[20 µM]	-11%	10%	12%	0%
O=C(O)CC1(CC(=O)Nc2cccc(C(F)(F)F)c2)CCCC1	1%	1%	i	0.3	0.4%	14%	-17%	2.2%	-4%	-4%
c1ccc(-c2noc(CSc3nnnn3-c3ccccc3)n2)cc1	7%	11%	i	3.9	-2.1%	-4%	3%	-2.3%	-2%	-8%
Cc1occc1C(=O)N1CCCC(Nc2ccc(C(C)C)cc2)C1 (stereo not given)	-12%	5%	i	2.8	-1.5%	0%	-5%	-0.6%	10%	-10%
O=C(Nc1ccccc1Cl)C(=O)c1cn(CC(=O)N2CCOCC2)c2ccccc12	-57%	-48%	i	1.2	0.9%	-34%	-6%	3.1%	2%	-6%
Cc1ccc(C(=O)NNC(=O)C2CCN(Cc3ccccc3)CC2)cc1	3%	5%	i	0.3	-0.9%	-24%	8%	-3.1%	0%	-3%
COc1ccccc1/C=C/CN1CCOCC1	-6%	6%	i	0.6	-0.4%	-27%	-2%	-1.6%	1%	-1%
O=Nc1c(O)[nH]c2ccc(F)cc12	-26%	-7%	i	1.2	-1.2%	-33%	-1%	-4.9%	-2%	-6%
C=CCOc1nc(-c2ccncc2)nc2ccccc12	-22%	9%	i	1.7	-1.9%	-45%	-6%	-8.0%	-1%	-9%
S=C(NCc1ccco1)N/N=C/c1cccnc1	2%	-8%	i	0.9	-2.1%	14%	2%	/	4%	-4%
CCCCOc1ccc(/C(O)=C(\C#N)c2nc3ccccc3[nH]2)cc1	2%	5%	i	0.5	-0.5%	15%	-5%	-4.9%	5%	-4%
Cc1cccc(OCCCCn2c(CO)nc3ccccc32)c1	-3%	8%	i	0.1	0.1%	-38%[20 µM]	3%	0.3%	2%	-10%
CN(CC(=O)Nc1ccccc1)CC(=O)Nc1ccccc1Cl	-6%	8%	i	0.6	1.9%	33%	-2%	-1.3%	2%	-9%
COc1ccc(N(CC(=O)Nc2cccc(C)c2C)S(=O)(=O)c2c(C)n[nH]c2C)cc1	9%	15%	i	0.9	2.9%	-4%	15%	8.3%	0%	-8%
COc1cccc(NC(=O)CCN2CCN(C)CC2)c1	1%	9%	i	6.7	0.7%	16%	-3%	2.1%	0%	-16%

As entered above.
Value of CCC(C)NC(=O)[C@H]1N2C(=O)c3c(ccc(OC)c3OC)C2SC1(C)C (stereo not given in full) in LYP inhibition: -3%
Value of CCCCOc1ccc(/C(O)=C(\C#N)c2nc3ccccc3[nH]2)cc1 in Salmonella PhoP GFP: -5%
Value of O=C(O)CC1(CC(=O)Nc2cccc(C(F)(F)F)c2)CCCC1 in HEK293 NOD2/NF-kB: 1%

(further entries)
SMILES	NOD1 inhibition	HEK293 NOD2/NF-kB	Myeloid diff 2	Myeloid diff 2 GFP+ MAC1+ %	HIV peptide binding	KOR beta-arrestin-1	Salmonella PhoP GFP	KOR beta-arrestin-2	SIAH1 antagonists	LYP inhibition
CCCNC(=O)c1cc(-c2ccc(Br)cc2)on1	-120%	-73%	i	5.7	-1.4%	17%	-7%	-0.7%	1%	-3%
O=C(N/N=C/c1ccc2c(c1)OCO2)c1cccc2ccccc12	2%	-6%	i	0.2	0.5%	-18%	1%	-3.6%	1%	-9%
O=C(COc1cc(Cl)c(Cl)cc1Cl)NC(=O)NC1CCCC1	-42%	-27%	i	0.6	7.6%	2%	-3%	5.8%	-1%	12%
NC(=O)c1ccccc1OCCOCCOCCOc1ccccc1C(N)=O	0%	17%	i	5.7	0.6%	9%	12%	-3.3%	-1%	-9%
COc1cc2[nH]c(C(=O)N3CCN(c4ccccc4F)CC3)cc2c(OC)c1OC	-5%	7%	i	0.8	0.8%	-15%	-7%	-3.9%	-1%	2%
CN(C)S(=O)(=O)c1ccc(C(=O)Nc2ccccc2C(=O)O)cc1	1%	23%	i	0.3	2.1%	-16%	-12%	-4.5%	-1%	-4%
O=C(CN1CCC(Cc2ccccc2)CC1)NC(=O)NCc1ccco1	-3%	4%	i	0.5	-1.3%	-12%	-10%	-6.4%	-2%	-10%
CCC(C)C(=O)NCCc1ccc(S(N)(=O)=O)cc1 (stereo not given)	-8%	26%	i	0.7	-1.8%	13%	8%	3.8%	7%	-9%
Cc1ccc(CS(=O)Cc2ccc(C(=O)NCc3cccs3)o2)cc1 (stereo not given)	-15%	12%	i	2.5	1.6%	11%	-6%	2.6%	4%	1%
COc1ccc(C)cc1S(=O)(=O)N1CCOCC1	-31%	10%	i	0.3	1.1%	-28%	-1%	-0.4%	-1%	-3%
Cc1cc(C)c2c(n1)sc1c(=O)[nH]c(SCc3ccccc3)nc12	-31%	40%	i	0.4	-0.9%	66%	1%	-0.4%	7%	-7%
O=c1[nH]cccc1-c1nc2ccccc2n1Cc1cccc(F)c1	-13%	-14%	i	0.5	-1.5%	-10%	3%	-3.6%	1%	-9%
O=c1oc2ccccc2c(N2CCC(c3ccccc3)CC2)c1[N+](=O)[O-]	-9%	-4%	i	0.7	-1.6%	13%	10%	-1.4%	-3%	2%
C=CCOc1c(Cl)cc(CNn2cn[nH]c2=S)cc1OC	-14%	2%	i	0.2	0.0%	2%	-6%	1.7%	-3%	2%
Cc1cc(NC(=O)c2ccccc2Oc2ccccc2)no1	/	10%	i	1.0	-0.9%	20%	1%	1.6%	-2%	6%
COC(=O)NCC(c1cccnc1)N1CCOCC1 (stereo not given)	-17%	10%	i	1.9	-1.5%	30%	8%	7.9%	1%	-7%
O=C(NC1CCCCC1)c1ccc(CS(=O)Cc2ccc(Cl)cc2)o1 (stereo not given)	-5%	17%	i	1.9	2.0%	-7%	-8%	-4.3%	7%	-6%
COc1ccc2oc(C(=O)N3CCc4ccccc43)c(C)c2c1	-99%	-198%	i	1.3	1.1%	-11%	-8%	3.6%	-3%	-2%
Cc1nnc2ccc(-c3cccc(NC(=O)Cc4cccs4)c3)nn12	-33%	-6%	i	0.5	3.7%	-16%	-4%	-3.2%	32%	-3%
NC(=O)CN1CCN(CCN2C(=O)c3cccc4cccc(c34)C2=O)CC1	-23%	2%	i	3.7	0.7%	-19%	-5%	-8.9%	5%	-12%
O=C(NCc1ccc(F)cc1)c1cc2ccccn2n1	-12%	9%	i	3.0	0.5%	-37%	6%	0.4%	-4%	-10%
C=CCn1c(SCC(=O)Nc2cc(C)c(Cl)cc2OC)nnc1-c1ccco1	8%	26%	i	0.5	-0.3%	5%	-6%	2.3%	6%	-8%
O=C(Nc1nc(-c2cccs2)cs1)c1ccc(Cl)cc1	4%	-14%	i	0.7	2.6%	-15%	10%	-1.0%	3%	-3%
C[n+]1cnc(-c2ccccc2)cc1-c1ccccc1	-20%	-5%	i	2.2	-1.5%	15%	10%	-1.5%	-3%	2%
Cn1nnnc1SCCNCC#Cc1ccccc1	5%	3%	i	4.8	4.7%	23%	10%	10%	7%	-6%
SMILES	NOD1 inhibition	HEK293 NOD2/NF-kB	Myeloid diff 2	Myeloid diff 2 GFP+ MAC1+ %	HIV peptide binding	KOR beta-arrestin-1	Salmonella PhoP GFP	KOR beta-arrestin-2	SIAH1 antagonists	LYP inhibition
O=C(Cc1ccc(Br)cc1)NCCc1ccc(F)cc1	42%	10%	i	0.6	0.4%	-41%[20 µM]	2%	2.7%	-6%	-9%
COc1ccc(OC)c(C2Nc3c(Cl)ccc(C(=O)O)c3C3C=CCC32)c1 (stereo not given)	-18%	15%	i	0.2	38%	-44%	-5%	1.5%	8%	-1%
CC(C)(C)C(=O)OCCNc1nc(-c2ccccc2)nc2ccccc12	-35%	3%	i	0.4	-1.5%	24%	-12%	8.6%	13%	1%
COc1cccc2cc(C(=O)N3CCN(c4ccc(C)cc4C)CC3)c(=O)oc12	-22%	7%	i	1.4	-1.0%	-5%	-6%	0.1%	-1%	4%
COc1cccc(CC2(CO)CCCN(Cc3cc(F)ccc3-n3cccn3)C2)c1 (stereo not given)	-24%	-1%	i	0.3	1.4%	-9%[20 µM]	3%	/	-2%	-7%
OCC1(CC2CCCCO2)CCN(C/C=C/c2ccccc2)CC1 (stereo not given)	-1%	5%	i	0.4	-2.1%	3%[20 µM]	10%	/	-7%	-5%
O=C(Cc1ccc(F)cc1)Nc1nccs1	-24%	-1%	i	0.7	-0.5%	-8%	6%	-5.6%	5%	-11%
CC1(C)NC(=O)N(CC(O)COC2CCCCC2)C1=O (stereo not given)	-3%	0%	i	1.5	-0.1%	-36%	8%	-1.3%	6%	-8%
c1cnc2c(c1)ncc1cscc12	-27%	23%	i	0.1	2.0%	/	14%	-0.3%	-1%	2%
CCOC(=O)N1C/C(=C\c2ccccc2)C(=O)/C(=C/c2ccccc2)C1	41%*	13%	/	/	1.3%	41%	-6%	2.4%	8%	3%
O=C(NC(=O)N1CCCCC1)c1ccccc1	-31%	20%	i	0.4	-1.1%	30%[20 µM]	3%	-7.3%	3%	-5%
O=C(CSc1nnnn1-c1ccc2c(c1)OCCO2)Nc1nc2c(s1)CCCC2	58%*	21%	i	3.5	0.6%	-19%	4%	-1.3%	1%	1%
O=C(COc1ccccc1)NCCn1ccc2ccccc21	-24%	-1%	i	1.3	0.2%	26%	4%	7.3%	-1%	-4%
